KOR beta-arrestin-1 – kappa opioid receptor activators – cell-based, luminescence, uHTS, primary screen (AID 1777) | activation, % at 10 µM; hits with a dose series show EC50 in µM | actives 0.02% (n = 280,000) | KOR beta-arrestin recruitment, luminescence; higher % means a stronger effect; in the data active means activation above about 50%, passing the limit was not always enough; further: a part of the inactive calls stands beside numbers as strong as those of hits
HIV fusion peptide – inhibitors of HIV fusion peptide binding, primary screen, biochemical, uHTS, fluorescence dequenching (AID 1986); actives 0.3% (n = 290,000); one-dose inhibition, % at 20 µM; IC50 in µM for titrated hits; cell-free peptide binding, fluorescence dequenching, 30 min; higher % means a stronger effect; in the data active means inhibition mostly above about 52%, no sharp cut-off; inactive means mostly below about 76%; further: some results filed as inactive read as strong as hits
NOD1 inhibition – inhibition of NOD1-driven NF-kB reporter – cell-based, luminescence, uHTS, primary screen (AID 1578); NOD1-driven NF-kB luciferase reporter cells, luminescence; higher % means a stronger effect; inhibition, % at 4 µM, or EC50 in µM where a hit was titrated; actives 1% (n = 290,000); in the data active means inhibition mostly above about 36%, no sharp cut-off; inactive means mostly below about 34%;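 further: HEK-293T reporter cells stimulated with the NOD1 agonist gamma-tri-DAP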
West Nile virus CPE – inhibition of WNV-induced cytopathic effect – cell-based, CPE readout (AID 1621). West Nile virus-infected cells, CPE inhibition; higher % means a stronger effect. CPE inhibition, % at 10 µM; hits with a dose series show IC50 in µM. actives 0.02% (n = 290,000); in the data active means a potency from the dose series; inconclusive means CPE inhibition mostly from about 3.7% at the one dose, without a potency; inactive means the rest, 99 in 100 with CPE inhibition below about 2.2%; further: strong numbers were not always called active
GPR55 activation – selective activators of receptor GPR55 – imaging, U2OS cells, beta-arrestin-GFP redistribution, primary screen (AID 1961); U2OS GPR55 beta-arrestin-GFP redistribution imaging; higher % means a stronger effect; one-dose activation, % at 10 µM; EC50 in µM for titrated hits; actives 0.048% (n = 290,000);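 active means activation above 40% with more than 50 cells counted in the well; inconclusive means wells holding fewer than 50 cells, flagged as toxic or sparse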;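 further: U2OS osteosarcoma cells stably expressing GPR55 and beta-arrestin-GFP; plate controls were DMSO negative control for no effect and LPI positive control for full effect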
GPR55 antagonists – inhibition of LPI-stimulated GPR55 beta-arrestin translocation – imaging, U2OS, beta-arrestin-GFP, LPI agonist, primary screen (AID 2013). one-dose inhibition, % at 10 µM; IC50 in µM for titrated hits. actives 0.13% (n = 290,000). U2OS GPR55 beta-arrestin-GFP translocation imaging, LPI antagonism; higher % means a stronger effect;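 active means spots per cell inhibited over 60%, with over 100 cells counted and total cytoplasm intensity under 500,000; inconclusive means wells with under 100 cells, flagged as likely toxic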;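 further: U2OS cells stably carrying GPR55 and arrestin-GFP stimulated by 5 µM LPI near EC80; imaged beta-arrestin-GFP aggregate spots per cell after agonist stimulation; plate controls were LPI-stimulated DMSO wells for no effect and DMSO wells without LPI for full effect; some results filed as inactive read as strong as hits; confirmed hits need IC50 under 10 µM and bright autofluorescent wells are also inconclusive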
Dengue-2 NS5 capping – flavivirus cap methylation enzyme inhibition – biochemical, confirmation dose response, primary screen (AID 588689). Dengue-2 NS5 methyltransferase capping enzyme assay, biochemical; higher % means a stronger effect. one-dose inhibition, % at 25 µM; IC50 in µM for titrated hits. actives 0.3% (n = 340,000); in the data active means a potency from the dose series; inconclusive means inhibition above about 29% without an active follow-up result
GPR35 antagonists – GPR35 antagonists blocking zaprinast-driven arrestin recruitment, primary screen, imaging, U2OS, beta-arrestin-GFP, zaprinast agonist (AID 2058); U2OS GPR35 beta-arrestin-GFP translocation imaging, zaprinast antagonism; higher % means a stronger effect; one-dose inhibition, % at 10 µM; IC50 in µM for titrated hits; actives 0.052% (n = 290,000);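 active means inhibition of at least 50% with at least 30 cells and total cytoplasm GFP at most 10,000,000; inconclusive means under 30 cells or total GFP of 10,000,000 plus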
KOR beta-arrestin-2 – kappa opioid receptor blockers – cell-based, luminescence, uHTS (AID 1778). KOR beta-arrestin recruitment, luminescence, antagonist mode; higher % means a stronger effect. inhibition, % at 10 µM; hits with a dose series show IC50 in µM. actives 0.091% (n = 290,000); in the data active means inhibition above about 50%; further: strong numbers were not always called active
Numbers without * were called inactive; ? = inconclusive; · = no result given; [ ] = dose if it differs, or a comment. An excerpt (hit frequency here may not be typical).

SMILES	KOR beta-arrestin-1	HIV fusion peptide	NOD1 inhibition	West Nile virus CPE	GPR55 activation	GPR55 antagonists	Dengue-2 NS5 capping	GPR35 antagonists	KOR beta-arrestin-2
N/C(Cc1ccc(Cl)cc1Cl)=N\OC(=O)Cc1ccc(Cl)cc1	3.8%	0.3%	-17%	-1.3%	0.7%	7%	-7%	0%	6%
Cc1ccc(C2=NN(CC(=O)NCCC(C)C)C(=O)CC2)cc1	-2.8%	1.5%	-4%	-0.2%	0.0%	1%	-9%	-4%	-7%
O=C(CCc1nc2ccccc2c(=O)[nH]1)OCc1nnc(-c2ccccc2)o1	3.9%	1.5%	-3%	0.0%	0.7%	-6%	-3%	1%	-33%
CCOC(=O)c1c(/N=C/c2cccc([N+](=O)[O-])c2O)sc(C)c1C	4.4%	19%	-1%	0.0%	-0.4%	-34%	77µM*	-15%	-10%
c1ccc(Cn2nnnc2C(c2cccs2)N2CCc3ccccc3C2)cc1 (centres undefined)	4.0%	1.5%	5%	0.9%	0.2%	-8%	-4%	-8%	9%
O=C(Nc1ccc2c(c1)OCO2)C1(S(=O)(=O)c2ccc(Cl)cc2)CC1	0.7%	6.9%	-41%	·	0.0%	2%	0%	11%	15%
Cc1ccc(CNC(=O)c2ccc(C#CC(C)(C)O)s2)cc1	-0.6%	-0.7%	-47%	2.0%	0.2%	-5%	-2%	-9%	35%
O=C(CSCc1ccccc1F)NCc1ccc(F)cc1	-4.5%	-0.9%	-37%	-0.2%	0.2%	6%	3%	-3%	8%
Cc1ccc([N+](=O)[O-])cc1S(=O)(=O)N(C(=O)c1ccncc1)c1ccc2oc3c(c2c1)CCCC3	2.7%	-0.9%	0%	-0.1%	0.0%	-1%	-8%	8%	-36%
CCn1cc(C(=O)Nc2ccc(C(=O)N3CCCC3)cc2)c(=O)c2ccc(C)nc21	4.1%	-3.9%	-1%	·	0.1%	-8%	·	-1%	-6%
CCc1ccccc1NC(=O)N1CCC(NC(=O)C(Cc2ccccc2)NC(C)=O)CC1 (centres undefined)	·	-1.5%	-22%	0.0%	-0.1%	10%	-12%	22%	-8%[20 µM]
COc1c(C)cc(C(=O)C2CCCN(C(=O)c3snnc3C)C2)cc1C (centres undefined)	2.5%	1.9%	-17%	-1.1%	-0.3%	8%	-1%	5%	-19%
C=COCCNC(=O)C(=O)NC(C)C	3.6%	-1.0%	·	1.0%	-0.1%	18%	2%	-13%	-22%
c1ccc(-c2nnc3sc(-c4ccncc4)nn23)cc1	-1.3%	3.5%	-22%	-0.3%	0.2%	3%	-3%	8%	-30%
Cc1ccc(OCC(=O)N2CCCC(CO)(CCOc3ccccc3)C2)cc1 (centres undefined)	-1.0%	0.4%	-21%	-1.1%	-0.2%	10%	3%	-9%	-25%
CC(/C=N/NC(=O)c1cc(C(C)C)[nH]n1)=C\c1ccccc1	-0.8%	-0.9%	0%	-0.7%	-0.2%	-9%	1%	2%	17%
CCOC(=O)CC(=O)NC(CC(=O)OC)c1ccc(C(C)C)cc1 (centres undefined)	-5.6%	-2.5%	-1%	0.9%	0.1%	4%	4%	-3%	12%
CCOC(=O)C(NC(=O)NCc1ccc(F)cc1)(OCC)C(F)(F)F (centres undefined)	7.0%	0.0%	-35%	-0.5%	-0.2%	8%	-9%	3%	2%
CCC(C)N1C(=O)N(C)C2NC(=O)NC21 (centres undefined)	-5.8%	0.8%	-13%	0.1%	-0.1%	16%	0%	0%	-9%[20 µM]
O=C(Cc1ccccc1)N1CCC(c2nc(-c3ccc(F)cc3)no2)CC1	2.3%	-0.8%	-6%	-1.2%	0.3%	8%	2%	-2%	-17%
CC1CC(C)CN(C(=O)CSc2nnc(CSc3ncccn3)n2C)C1 (centres undefined)	-0.5%	1.3%	10%	0.0%	-0.1%	13%	-8%	4%	-4%
Cc1ccccc1OCC(=O)OC(C(=O)c1ccccc1)c1ccccc1 (centres undefined)	-1.2%	1.1%	-20%	0.8%	0.1%	-2%	-4%	10%	13%
Cc1ccc(C)c(NC(=O)CN(C)C(=O)c2cccc(S(=O)(=O)N(C)C)c2)c1	-1.1%	0.8%	-48%	-0.4%	0.1%	-7%	-4%	-10%	-28%
Cn1c(=O)c2c(nc(-c3ccccc3)n2C)n(Cc2ccccc2)c1=O	-3.7%	-1.3%	-7%	-0.7%	-0.3%	0%	-8%	7%	26%
O=C(Nc1nc2cc3c(cc2s1)OCCO3)c1cccs1	2.3%	-1.5%	-5%	-0.4%	-0.3%	5%	2%	-5%	38%
O=c1[nH]c2ccccc2cc1CN(Cc1ccco1)S(=O)(=O)c1ccccc1	-4.1%	2.2%	18%	-0.8%	-0.1%	5%	-1%	8%	-16%
C#Cc1ccc([C@H]2C=C(C(=O)Nc3ccccc3)O[C@@H](OCc3ccc(CO)cc3)C2)cc1	-0.2%	2.9%	-1%	-0.4%	-0.1%	-4%	-2%	-6%	18%
Nc1nnc(CC(=O)N/N=C/c2ccccc2OCc2ccccc2F)s1	3.9%	0.0%	-7%	0.3%	-0.2%	-3%	-2%	7%	22%
Cc1ccc(C)c(NC(=O)CN2C(=O)CNC2=O)c1	-1.6%	0.3%	-14%	0.0%	0.0%	-17%	-3%	3%	2%
Fc1ccc(CNC(=S)Nc2cccc(C(F)(F)F)c2)cc1	13%	0.1%	16%	-2.0%	0.4%	-1%	-7%	19%	-36%
Cc1ccc(C(=O)Nc2ccc(NC(=O)c3cccs3)cc2)cc1[N+](=O)[O-]	-5.7%	-0.2%	-27%	-1.1%	0.2%	-12%	6%	-7%	1%[20 µM]
CCOC(=O)C1CN(S(C)(=O)=O)c2cc(CC(=O)OC)ccc2O1 (centres undefined)	0.4%	0.3%	-24%	0.3%	-0.1%	2%	-5%	-1%	-8%
CCC(C(=O)OC(C)C(=O)Nc1ccc(Cl)cn1)c1ccccc1 (centres undefined)	-3.0%	0.7%	-32%	0.3%	0.0%	16%	4%	6%	27%
Cc1nn(-c2ccccc2)c(/N=C/c2ccc(O)cc2)c1-c1ccccc1	4.0%	0.0%	-18%	-0.5%	-0.2%	-3%	-1%	-2%	23%
COc1ccc(C2c3ccc4ccccc4c3Oc3ncn4nc(Cc5ccccc5)nc4c32)cc1OC (centres undefined)	0.9%	-2.6%	-18%	-1.2%	-0.2%	0%	-7%	-3%	2%
S=C(NCCC(c1ccccc1)c1ccccc1)Nc1cccc(Cl)c1	6.6%	2.2%	59%	-0.6%	0.0%	14%	4%	-16%	-25%

Compound profiles (already shown). Order of values: KOR beta-arrestin-1, HIV fusion peptide, NOD1 inhibition, West Nile virus CPE, GPR55 activation, GPR55 antagonists, Dengue-2 NS5 capping, GPR35 antagonists, KOR beta-arrestin-2
Nc1nnc(CC(=O)N/N=C/c2ccccc2OCc2ccccc2F)s1 reads 3.9%, 0.0%, -7%, 0.3%, -0.2%, -3%, -2%, 7%, 22%
Fc1ccc(CNC(=S)Nc2cccc(C(F)(F)F)c2)cc1 reads 13%, 0.1%, 16%, -2.0%, 0.4%, -1%, -7%, 19%, -36%

Additional results follow.
SMILES	KOR beta-arrestin-1	HIV fusion peptide	NOD1 inhibition	West Nile virus CPE	GPR55 activation	GPR55 antagonists	Dengue-2 NS5 capping	GPR35 antagonists	KOR beta-arrestin-2
Cc1cc(C)cc(OCC(O)Cn2nc(C)cc2C)c1 (centres undefined)	-7.4%	-1.2%	10%	-0.3%	0.6%	-2%	-4%	4%	0%
Cc1ccc(C(=O)N2CCC3(CC2)NCCc2[nH]cnc23)cc1C	-2.0%	1.5%	-22%	0.6%	-0.2%	-6%	-1%	15%	-38%
CC/C(=N\O)c1c(O)c2c(n(-c3ccccc3)c1=O)CCCC2	3.9%	0.4%	-30%	0.5%	-0.2%	-6%	0%	-9%	9%
CC(C)c1ccc(Nc2nnc(SC3CCOC3=O)s2)cc1 (centres undefined)	-2.2%	1.0%	-28%	0.4%	-0.3%	6%	-1%	8%	8%
CCOC(=O)c1c(NC(=O)CSc2nnc(CNc3ccc(C)cc3C)o2)sc(C)c1C	2.2%	2.2%	-23%	-0.2%	0.1%	-14%	10%	-11%	-10%
CCOc1ccccc1NC(C)C(=O)Nc1cc(C(F)(F)F)ccc1N1CCOCC1 (centres undefined)	0.7%	-1.1%	-6%	-0.8%	0.1%	5%	-8%	-3%	16%
O=[N+]([O-])C(=C1Nc2ccccc2N1)/C(Cl)=C(/Cl)Br	2.2%	9.3%	-31%	-0.4%	0.2%	11%	2%	20%	24%
CCOC(=O)c1cnc2c(C)cccc2c1Nc1cccc(C(=O)O)c1	4.7%	2.4%	-3%	0.6%	0.4%	-1%	3%	12%	-8%
CCn1c(SCC(N)=O)nc2sc3c(c2c1=O)CCN(C)C3	-1.0%	3.2%	3%	?	0.6%	-2%	0%	15%	·
CCOc1ccc(N(CC(=O)NC2CCCCC2)C(=O)CCCC(=O)Nc2ccccn2)cc1	1.0%	-2.0%	-25%	-0.2%	0.9%	5%	4%	-5%	-1%
CC(C)n1c(SCC(N)=O)nc2c1c(=O)[nH]c(=O)n2C	9.2%	-1.3%	23%	0.7%	-0.1%	0%	-3%	-15%	-23%
COc1ccc(S(=O)(=O)N(C)C)cc1NC(C)C(=O)Nc1cccc(C#N)c1 (centres undefined)	-4.5%	2.8%	-11%	-0.6%	0.7%	-12%	-1%	-4%	-20%
Cc1cc(C)cc(NC(=O)c2cc(Cl)sc2Cl)c1	-0.9%	0.6%	-31%	-0.6%	-0.5%	-4%	-2%	1%	23%
O=C(O)C1CCC(=O)N(C2CC2)C1c1ccccc1 (centres undefined)	1.9%	-1.4%	-3%	0.1%	0.0%	6%	0%	9%	0%
O=C(N/N=C/c1ccccn1)c1ccc([N+](=O)[O-])cc1	-4.5%	-2.5%	68%*	1.1%	-0.2%	6%	0%	-3%	15µM*
Cc1ccc(-n2c(C)cc(/C=N/Nc3ccc([N+](=O)[O-])cn3)c2C)cc1	-1.8%	1.2%	-42%	·	0.3%	22%	-29%	10%	0%
O=C1CN(c2ccccc2)C(=S)N1c1ccccc1	1.0%	0.9%	-28%	-0.7%	0.5%	12%	-5%	13%	-36%[20 µM]
Cc1sc2nc(SC(C)C)nc(N)c2c1C	1.3%	-0.6%	-24%	0.1%	-0.1%	22%	-1%	-5%	-4%
Cc1ccccc1CN1N=C(/C=C/c2ccccc2)CCC1=O	3.0%	-1.5%	-40%	-1.2%	-0.1%	4%	-4%	-10%	-43%
CN1C(=O)c2cccc3c(S(=O)(=O)Nc4ccccc4F)ccc1c23	-2.6%	-0.8%	-52%	-0.8%	-0.2%	-8%	0%	-10%	11%

Bioassay records deposited in PubChem BioAssay by several laboratories.
